Bioassay records (PubChem)
FN deposition inh = fibronectin deposition inhibition; AH1F fibroblasts, Alexa488-fibronectin deposition fluorescence, overnight; inhibition, % at 12.6 µM; 0.086% of 350,000 active; AID 743247;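 active = mean inhibition across replicates of 30% or more, regardless of how many single replicates reach that level; inconclusive = mean under 30% yet at least half of replicates reach 30%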;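 also: positive control wells lacked labelled fibronectin entirely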
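Schedule: 1 h cell adhesion before compound, then overnight fibronectin incubation; test system: AH1F fibroblast monolayer depositing Alexa488-labelled fibronectin into matrix; quantity: 10000 AH1F cells per well; probe or stimulus: fluorescent fibronectin at 24 nM final; signal: fluorescence, ex 485 nm, em 525 nm; evaluation: percent inhibition as loss of matrix-bound fibronectin fluorescence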
EWS-Fli block = blocks EWS/Fli oncoprotein-driven transcription; A673 NR0B1-luciferase reporter, viability-normalised; inhibition, % at 12.6 µM; 0.67% of 350,000 active; AID 651661;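 active = mean inhibition of at least 50% after viability correction, with every replicate also passing that limit; inconclusive = mean reaches 50% but only one of two replicates passes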;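 also: firefly luciferase signal divided by Alamar Blue viability fluorescence both relative to DMSO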
miR122 inh = blocks miR-122 activity in Huh7 sensor cells; Huh7 miR-122 Renilla luciferase sensor, 48 h; neutral wells = 0, positive control = 100; activation (reporter increase), % at 12.5 µM; 0.3% of 340,000 active; AID 602342;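 active = mean replicate activation score at least 90 and every replicate individually at or above 90; inconclusive = only one of the two criteria met; inactive = neither criterion met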;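 also: higher luciferase means less miR-122 activity so hits act as miR-122 inhibitors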
CASP6 VEID inh = caspase-6 (human) enzyme inhibition; P55212; purified caspase-6, Z-VEID-R110 cleavage fluorescence; inhibition, % at 12.5 µM; 0.53% of 350,000 active; AID 686996;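 active = mean inhibition across replicates at least about 35%, with every replicate also reaching that limit, limit read from the data; inconclusive = only one of the two criteria met; inactive = neither criterion met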;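 also: 0% = median of neutral control wells and 100% = no fluorescence left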
Target sequence (P55212 24-179 limits assumed): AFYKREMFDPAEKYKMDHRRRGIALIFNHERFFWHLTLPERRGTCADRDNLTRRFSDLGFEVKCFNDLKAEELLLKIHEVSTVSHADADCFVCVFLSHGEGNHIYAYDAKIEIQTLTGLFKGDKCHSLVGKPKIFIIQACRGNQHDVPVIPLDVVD
Target sequence (P55212 194-293 limits assumed): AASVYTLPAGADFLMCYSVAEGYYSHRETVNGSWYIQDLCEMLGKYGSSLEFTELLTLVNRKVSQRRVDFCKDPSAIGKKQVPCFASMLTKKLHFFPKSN
PAX8 reporter = lowers PAX8-driven luciferase in RMG-I cells. RMG-I TPO-luciferase reporter, SteadyGlo, 24 h. inhibition, % at 12.6 µM. 1.2% of 360,000 active. AID 652154;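 active = mean replicate inhibition at least 60% with every replicate also reaching 60%; inconclusive = only one of the two criteria is met; inactive = mean below 60% and not all replicates reaching 60%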;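 also: luciferase light reporting Pax8 driven TPO promoter activity; plate controls were median of neutral control wells for no effect and mitoxantrone controls for full effect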
PGC1a acetyl inh = lowers PGC1a acetylation signal in U2OS cells. AlphaScreen anti-acetyl-lysine; with virally co-expressed GCN5 acetyltransferase. inhibition, % at 15.6 µM. 0.17% of 350,000 active;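 active = every replicate shows inhibition of at least 40%; inconclusive = mean inhibition at least 40% but some replicate below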;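 also: 0% = neutral control wells and 100% = positive control wells; some results beyond the cut were filed as inactive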
LGR2 inh = inhibitors of bursicon-induced Drosophila LGR2 receptor cAMP signaling | 0.35% of 380,000 active | inhibition, % at 9.99 µM | AID 720647 | HEK293 LGR2, CRE-luciferase, bursicon-stimulated, 4 h;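 active = drop in luminescence signal, shown as inhibition above about 50% in the replicate tests, limit read from the data, passing the limit was not always enough; inconclusive = probably only some replicates passing the limit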;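 also: agonist challenge used bursicon conditioned medium at about half maximal strength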
Cneo AK release = Cryptococcus neoformans lysis via adenylate kinase release. C. neoformans lysis, adenylate kinase release luminescence, 4 h; normalised: neutral wells 0, clomiphene wells 100. lysis activity, % at 15 µM. 0.2% of 360,000 active;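 active = mean lysis activity across replicates of at least 80%, whatever share of replicates individually reach that level; inactive = mean lysis activity below 80%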
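Material: C. neoformans cells; Schedule: 4 h static compound exposure, 37 °C, read 1 h post-reagent; Measured by: adenylate kinase release luminescence; Read-out: signal increase indicating cell lysis; Controls: Clomiphene as positive lysis control.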
The depositor's hits bear a star; u = inconclusive; x = no result given; [ ] = dose if it differs, or a comment.

Every second line gives: FN deposition inh	EWS-Fli block	miR122 inh	CASP6 VEID inh	PAX8 reporter	PGC1a acetyl inh	LGR2 inh	Cneo AK release
1	CCOC(=O)C1(CCc2ccccc2)CCN(Cc2ccc(C(=O)OC)cc2)CC1
  -8	0	6	-2	9	7	1	3
2	C=C[C@H](COC(C)=O)N(Cc1ccc(OC(C)=O)c(OC)c1)S(=O)(=O)c1ccc(Br)cc1
  x	-16	x	-4	-5	-19	x	-1
3	Cc1nc(Cl)c(C(=O)NCc2ccccc2)c(C)c1[N+](=O)[O-]
  2	8	x	-4	14	7	6	-1
4	CCCNC(=O)Cn1c(=O)oc2cc(S(=O)(=O)N3CC(C)CC(C)C3)ccc21 (configuration not stated)
  -15	x	x	2	17	x	8	3
5	CCC(CC)NC(=O)Nc1ccc(F)cc1F
  x	0	x	1	17	x	-2	x
6	COCC(=O)N1[C@H](CNC(=O)c2ccccn2)[C@H](c2ccccc2)[C@@H]1CO
  -3	2	-21[16.7 µM]	x	0	4	1	0
7	O=C(Nc1cc(Cl)cc(Cl)c1)N[C@@H]1CC[C@H](CCNS(=O)(=O)c2cccc(F)c2)O[C@@H]1CO
  1	6	x	1	19	4	2	0
8	CC(OC(=O)CC1CC2CCC1C2)C(=O)Nc1cccc(S(=O)(=O)N2CCOCC2)c1 (configuration not stated)
  -5	-5	x	2	-10	x	7	x
9	O=C(NCC(=O)N1CCN(Cc2ccc3c(c2)OCO3)CC1)c1ccccc1F
  -9	8	1	-1	-12	-4	9	0
10	C[C@H]1CN([C@@H](C)CO)C(=O)c2cccc(NC(=O)NC3CCCCC3)c2O[C@@H]1CN(C)S(=O)(=O)c1ccccc1
  x	5	13[16.7 µM]	1	-1	2	1	3
11	Cc1ccc(C(=O)NC2c3ccccc3-c3ccccc32)cc1
  2	x	2	x	17	2	-13	2
12	CCOC(=O)c1c(NC(=O)C2=C(C)NC(=S)NC2c2ccc(F)cc2F)sc(C)c1C (configuration not stated)
  -13	6	2	1	12	-1	x	-10
13	O=C(CCN1C(=O)c2ccccc2C1=O)NC1=NCCS1
  9	x	-1	x	13	x	x	0
14	CCc1nnc(NC(=O)CCC(=O)Nc2ccccc2)s1
  -2	x	-4	x	5	0	x	-9
15	Clc1ccc(-c2cc(C3CCNCC3)[nH]n2)c(Cl)c1
  -20	-12	-4	-1	-32	-12	2	x
16	Cc1cc(NC(=O)c2ccc3c(c2)C(=O)N(Cc2cccnc2)C3=O)no1
  -2	x	5	x	-17	15	x	3
17	CNCCc1ccccn1
  -16	-6	-8	4	-5	0	-18	-1
18	CC(C)(C)C(c1nc2ccccc2[nH]1)n1c(-c2cc(Cl)cc(Cl)c2)nc2ccccc21 (configuration not stated)
  24	22	x	0	-2	x	-2	x
19	Cc1ccsc1/C=N/NC(=O)c1ccc(-n2cccc2)cc1
  4	-81	x	-1	-16	x	-32	x
20	O=C(CNC(=O)c1ccc(Br)cc1)NC1CC1
  3	3	-1	1	8	-7	-14	-1
21	COc1ccc(CN=C2NC(=O)CC(C(=O)Nc3cc(C)cc(C)c3)S2)cc1 (configuration not stated)
  -2	x	-4	x	-13	6	-8	-7
22	O=C(Nc1ccc(NS(=O)(=O)c2ccccc2)cc1)c1cccnc1
  5	9	13	-1	14	2	-17	0
23	COc1ccccc1C(=O)CSc1nccn1C
  1	-34	-12	-2	-19	8	7	0
24	CCC(=O)N1[C@H](CO)[C@H](c2ccc(C3=CCCCC3)cc2)[C@H]1CNCC1CCC1
  -3	1	x	2	x	x	3	x
25	C[C@@H]1CN([C@@H](C)CO)C(=O)Cc2cc(NC(=O)CCN3CCOCC3)ccc2O[C@@H]1CN(C)S(C)(=O)=O
  x	-3	0[16.7 µM]	1	-10	-15	-5	1
26	O=C(Nc1cc(S(=O)(=O)N2CCCCC2)ccc1N1CCOCC1)c1ccc(C(F)(F)F)cc1
  -9	9	1	0	2	-9	14	-1
27	CN1CCCCN2[C@H](C1)[C@H](c1ccc(C#CC3(O)CCCC3)cc1)[C@@H]2CO
  x	-1	6[16.7 µM]	-1	-15	-8	0	-4
28	C/C(=N\Nc1nccnc1Cl)c1ccc(F)cc1
  x	-42	x	2	-83	5	-12	x
29	O=C(C[C@@H]1CC[C@H]2[C@@H](COC[C@@H](O)CN2S(=O)(=O)c2ccc(Oc3ccccc3)cc2)O1)Nc1ccccc1
  -5	x	-12[16.7 µM]	7	x	3	0	7
30	CC1(C)CNC(=S)N1Cc1ccccc1
  -3	-5	-4	-2	-31	x	-10	3

Single entries from the results shown.
For EWS-Fli block, #27 has the entry -1
For PGC1a acetyl inh, #14 has the entry 0

Next section:
Every second line gives: FN deposition inh	EWS-Fli block	miR122 inh	CASP6 VEID inh	PAX8 reporter	PGC1a acetyl inh	LGR2 inh	Cneo AK release
31	O=C(NCCc1ccc(Cl)cc1)C(=O)c1c[nH]c2ccccc12
  8	0	x	-3	-2	x	5	x
32	CCCNC(=O)c1cn(CC)c2cc(N3CCN(C(=O)c4ccco4)CC3)c(F)cc2c1=O
  7	10	-7	14	37	-9	12	-3
33	Cc1cccc(-c2ccc([C@H]3[C@@H](CO)N4CCCCN(CCC(F)(F)F)C[C@@H]34)cc2)c1
  x	28	8[16.7 µM]	-8	-16	-15	-5	10
34	CCN(C)c1cc2c(c3c1ccn3C)C1CCC2C1 (configuration not stated)
  -11	-5	8	2	33	-1	x	6
35	COC(=O)c1nnn(-c2ccc(F)c(Cl)c2)c1C(=O)OC
  3	4	-5	0	7	-3	3	0
36	CN(C(=O)COc1ccc(S(=O)(=O)N2CCOCC2)cc1[N+](=O)[O-])C1CCS(=O)(=O)C1 (configuration not stated)
  5	1	3	9	-5	-1	2	2
37	N#Cc1c(NC(=O)c2ccc(N3CCOCC3)c([N+](=O)[O-])c2)sc2c1CCCC2
  1	-4	22	4	38	x	-6	1
38	COc1c(F)c(F)c(C(=O)O)c(Nc2cccc(C)c2)c1F
  1	-56	0	6	-87	-12	7	x
39	N#C[C@@H]1[C@H](c2ccccc2-c2ccccc2F)[C@H](CO)N1C(=O)C1CCOCC1
  -12	-6	x	0	45	6	-3	x
40	Cc1cnc(C(=O)OCC(=O)Nc2ccc(C)c(S(=O)(=O)N3CCCCCC3)c2)cn1
  x	4	-6	0	-9	7	19	3
41	O=C(NCc1ccc2c(c1)OCO2)c1cc(COc2c(F)cccc2F)on1
  -10	x	-4	0	-50	x	-11	0
42	C[C@H](CO)N1C[C@H](C)[C@@H](CN(C)C(=O)c2ccccc2)Oc2cc(C#CC3CC3)ccc2S1(=O)=O
  -27	15	42[16.7 µM]	-2	x	-12	-14	2
43	C[C@@H]1CN([C@H](C)CO)S(=O)(=O)c2ccc(-c3cncnc3)cc2O[C@@H]1CN(C)Cc1ccccn1
  x	-24	-3[16.7 µM]	-3	-19	9	-3	-15
44	CC(C)C(NC(=O)c1ccc(C(C)(C)C)cc1)C(=O)O (configuration not stated)
  x	x	-4	x	-34	u	x	-1
45	CCOc1ccc(CCNC(=O)COC(=O)CCC(=O)c2cccs2)cc1OCC
  -2	12	-9	-1	x	-3	-11	1
46	CCOC(=O)C1CCN(C(=O)c2[nH]c3ccc(OC)cc3c2C)CC1
  0	-23	x	2	2	x	-4	x
47	COc1cc(C2C(C(=O)c3sc(C)nc3C)=C(O)C(=O)N2CCN(C)C)cc(OC)c1OC (configuration not stated)
  x	x	-3	x	x	4	8	1
48	CCOc1cc(C(=O)Nc2cccc(OCC(=O)N3CCOCC3)c2)cc(OCC)c1OCC
  2	-4	-8	-2	14	-8	28	0
49	C[C@@H]1CCCCO[C@@H](CN(C)CC2CCCCC2)[C@H](C)CN([C@H](C)CO)C(=O)c2cc(NS(=O)(=O)c3cn(C)cn3)ccc2O1
  x	-8	2[16.7 µM]	-2	0	x	10	-2
50	Cc1nc(-c2nnc(SCC(=O)Nc3ccc(Cl)cc3)n2C)cs1
  -4	9	x	-4	1	-3	15	x
51	CCC(=O)N1C[C@@H](C)[C@@H](OC)CN(C)C(=O)c2cc(NC(=O)Nc3ccccc3)ccc2OC[C@@H]1C
  -10	-2	1[16.7 µM]	0	6	2	1	1
52	COc1ccc(C(=O)CSC2=NS(=O)(=O)c3cc(Cl)ccc3N2)cc1
  -2	-5	x	-4	3	x	-4	3
53	N#Cc1c(-c2ccccc2)nc2n1CCS2
  0	4	x	-2	-28	x	3	x
54	C[C@H]1CN([C@@H](C)CO)C(=O)c2cccc(NC(=O)c3ccncc3)c2O[C@H]1CN(C)S(=O)(=O)c1ccccc1
  -6	-4	8[16.7 µM]	-3	9	8	5	-2
55	CCCCCCCC(=O)N/N=C/c1ccc(Br)cc1
  -16	x	-2	x	x	-16	4	6
56	COc1ccc(C#Cc2cnc3c(c2)C(=O)N([C@H](C)CO)C[C@@H](C)[C@@H](CN(C)CC2CCCC2)O3)cc1
  x	3	-14[16.7 µM]	0	x	-30	3	3
57	Cc1noc(C)c1S(=O)(=O)N1CCCC(C(=O)Nc2nccs2)C1 (configuration not stated)
  2	0	-2	-2	13	-5	-33	0
58	COc1ccc(C)cc1NS(=O)(=O)c1ccc(NS(=O)(=O)c2ccc(NC(C)=O)cc2)cc1
  x	11	-1	1	x	x	17	6
59	O=C(C[n+]1ccccc1)NNc1ccccc1
  -3	3	0	-33	-6	4	-10	1
60	CCOC(=O)Cc1csc(SCC(=O)NC2CCC(C)CC2)n1 (configuration not stated)
  -3	-3	-1	-84	1	-18	-7	1
61	CS(=O)(=O)N1CCCC(C(=O)NCCCN2CCc3ccccc3C2)C1 (configuration not stated)
  x	x	-2	x	x	3	6	0
62	COc1ccc(NC(C)=O)c(C)c1
  -4	0	x	0	-5	x	-15	x
63	Cc1onc(-c2c(F)cccc2Cl)c1C(=O)N1CCOC12CCCCC2
  -7	-3	x	2	-2	x	4	x

Screen by screen, from the results shown:
Entries 53–59 in LGR2 inh read 3, 5, 4, 3, -33, 17, -10
Entries 53–59 in miR122 inh read x, 8[16.7 µM], -2, -14[16.7 µM], -2, -1, 0
